From PubChem
ERa SRC1 pot: ER-alpha (human) coactivator binding potentiation; P03372; TR-FRET ERalpha-LBD/SRC-Cy5 coactivator binding, 2 h; 100 = basal binding, no effect; coactivator binding (% of control), % at 25.6 µM; 1.3% of 86,000 active; AID 639; in the data active = activity above about 200%;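 note: binding measured in presence of low estradiol as agonist stimulus; 0% = peptide alone without receptor and 100% = receptor with peptide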
ERa coact inh: ER-alpha (human) coactivator binding inhibition; P03372; TR-FRET ER-alpha LBD / SRC-1 peptide, estradiol-bound; inhibition, % at 25.6 µM; 1.7% of 86,000 active; AID 629; in the data active = inhibition above about 50%;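 note: 0% = receptor plus peptide control and 100% = peptide only without receptor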
E coli WT exp: blocks growth of wild type E. coli BW25113; OD600 absorbance; growth inhibition, % at 100 µM; 0.15% of 98,000 active; AID 710;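 active = growth inhibition above about 50% at one test dose, limit read from the data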;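 note: growth measured after 20 h incubation at 37 °C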
ERb SRC1 inh: blocks coactivator binding to human estrogen receptor beta | Q92731 | TR-FRET ER-beta LBD / SRC1-Cy5 peptide binding; receptor agonist-loaded with 1 µM estradiol | inhibition, % at 25.6 µM | 1.3% of 86,000 active | AID 633;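 active = compounds whose percent inhibition of the receptor-coactivator binding signal exceeds about 50% in the single-dose screen, limit read from the data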;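 note: 0% = receptor plus peptide wells without compound and 100% = peptide-only wells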
PLAP activator: activates human placental alkaline phosphatase; P05187; purified PLAP enzyme, luminescent substrate read-out; hits give high values; activation fold at 20 µM; 1.2% of 96,000 active; AID 696; in the data active = activation fold above about 2
Mac1 fbg enh: enhancers of human CD11b/CD18 binding to fibrinogen; activation, % at 10 µM; AID 1499; 0.07% of 93,000 active; P05107+P11215; K562 CD11b/CD18 adhesion to fibrinogen, ATPlite luminescence;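 active = 10 µM primary screen giving 50% or more activity, confirmed by 40% or more on retest at that dose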; note: strong numbers were not always called active; reference of the scale not given here
MT1-MMP txn act: activates MT1-MMP transcription | 0.16% of 86,000 active | activation factor at 10 µM | HT1080 MT1-MMP promoter luciferase reporter, luminescence, overnight; hits give high values;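 active = activation factor of at least 2 for MT1-MMP transcription at 10 µM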
FAK blocker: inhibitors of human focal adhesion kinase. biochemical FAK kinase activity assay. 0.84% of 97,000 active. inhibition, %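 (tested at 7 µM)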. Q05397; in the data active = inhibition above about 19%;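 note: 0% = DMSO and 100% = reference compound high control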
Target sequence (Q05397 whole entry, looked up): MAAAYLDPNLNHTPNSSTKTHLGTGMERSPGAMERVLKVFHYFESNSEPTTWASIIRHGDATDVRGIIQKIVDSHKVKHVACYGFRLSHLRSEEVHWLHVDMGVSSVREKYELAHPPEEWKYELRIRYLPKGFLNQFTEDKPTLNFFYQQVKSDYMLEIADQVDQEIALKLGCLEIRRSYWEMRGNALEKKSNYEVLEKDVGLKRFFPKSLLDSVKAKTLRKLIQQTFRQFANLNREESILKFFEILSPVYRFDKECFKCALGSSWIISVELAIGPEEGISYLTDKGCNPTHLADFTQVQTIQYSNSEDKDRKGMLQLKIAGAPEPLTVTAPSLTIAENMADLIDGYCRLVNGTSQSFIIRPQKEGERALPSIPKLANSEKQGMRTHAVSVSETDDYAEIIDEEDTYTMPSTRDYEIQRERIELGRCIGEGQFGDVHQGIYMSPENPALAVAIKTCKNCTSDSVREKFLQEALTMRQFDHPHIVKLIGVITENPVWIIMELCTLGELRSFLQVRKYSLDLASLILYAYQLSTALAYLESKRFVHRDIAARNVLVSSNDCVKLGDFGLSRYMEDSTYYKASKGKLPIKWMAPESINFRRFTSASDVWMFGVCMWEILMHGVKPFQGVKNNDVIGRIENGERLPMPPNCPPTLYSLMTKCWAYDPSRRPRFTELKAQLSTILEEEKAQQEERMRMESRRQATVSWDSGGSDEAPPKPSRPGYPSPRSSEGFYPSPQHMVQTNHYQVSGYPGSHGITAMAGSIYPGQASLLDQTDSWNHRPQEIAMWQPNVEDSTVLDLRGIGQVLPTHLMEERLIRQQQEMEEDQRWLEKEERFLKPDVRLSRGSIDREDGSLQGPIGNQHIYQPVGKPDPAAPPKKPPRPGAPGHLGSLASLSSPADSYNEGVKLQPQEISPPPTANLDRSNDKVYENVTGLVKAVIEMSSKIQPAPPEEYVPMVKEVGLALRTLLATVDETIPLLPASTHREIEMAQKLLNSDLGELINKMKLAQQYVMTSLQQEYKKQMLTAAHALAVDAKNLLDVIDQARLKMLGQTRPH
Mac1 fbg inh: blocks human CD11b/CD18 adhesion to fibrinogen. P05107+P11215. K562 CD11b/CD18 adhesion to fibrinogen, ATPlite luminescence; Mn2+ added to activate the integrin. inhibition, % at 10 µM. 0.54% of 93,000 active. AID 1497;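 active = primary inhibition of 50% or more at 10 µM, then 40% or more on retest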; note: some results filed as inactive read as strong as hits
Active calls of the source: *; x = no result given; [ ] = dose if it differs, or a comment.

SMILES | ERa SRC1 pot | ERa coact inh | E coli WT exp | ERb SRC1 inh | PLAP activator | Mac1 fbg enh | MT1-MMP txn act | FAK blocker | Mac1 fbg inh
CCN1CCN(Cc2c(O)c(Cl)cc3c(C)cc(=O)oc23)CC1 | 41.5 | 47.8 | -4.0 | 62.9* | 1.4 | -1.9 | 1.1 | -8.2 | -8.9
CCOC(=O)c1c(NC(=O)CC)sc(C(C)=O)c1C | 101.5 | 3.8 | 5.0 | 3.4 | 1.4 | -3.0 | 1.1 | -1.7 | -11.8
O=C(NCCC1=CCCCC1)c1cnsn1 | 108.4 | -10.2 | 15.0 | -4.5 | 0.9 | 2.9 | 1.7 | 2.0 | -12.6
OC1CN=C2C=CC=CN2C1 (stereo unspecified) | 113.2 | 7.7 | -2.0 | -5.5 | 0.9 | -2.7 | 1.1 | -0.6 | -12.6
CC12CCC(C(=O)N(CCC#N)CCC#N)(CC1=O)C2(C)C (stereo unspecified) | 122.3[fluorescence artefact?] | -5.9[fluorescence artefact?] | -11.0 | -0.5[fluorescence artefact?] | 1.1 | -1.8 | 1.2 | -4.8 | -6.5
CCOC(=O)C1CCN(Cc2c(O)ccc3ccccc23)CC1 | 114.7 | -2.8 | 5.0 | -14.9[fluorescence artefact?] | x | x | 1.2 | 0.4 | x
Cc1nc(N)sc1-c1csc(N(C)c2ccc(O)cc2)n1 | 66.4[fluorescence artefact?] | 16.8 | 6.0 | 16.7 | 1.1 | 0.4 | 1.4 | x | 10.1
Cc1ccc(S(=O)(=O)N2CCN(C(=O)CSC3CCCC3)CC2)c(C)c1 | 109.7 | -2.7 | 5.0 | -9.2 | 1.5 | 4.2 | 1 | 0.9 | 10.1
CCn1nnnc1NCc1cccn1C | 108.5 | -3.9 | 8.0 | -11.3 | 0.8 | -2.8 | 1.2 | x | -14.5
CC(=O)c1cccc(NS(=O)(=O)c2c(C)noc2C)c1 | 115.5 | -5.1 | 1.0 | 21.1 | 1.1 | x | 1.1 | 1.5 | x
COc1ccc(N(CC(=O)Nc2cccc(C(=O)O)c2)S(=O)(=O)c2c(C)noc2C)cc1 | 102.8[fluorescence artefact?] | 1.3 | 0.0 | -0.8 | 1.2 | x | 1.3 | -1.5 | x
COc1ccc(OC)c2sc(NC(=O)c3ccc(S(=O)(=O)N4CCOCC4)cc3)nc12 | 103.8[fluorescence artefact?] | 22.5 | -4.0 | 39.1[fluorescence artefact?] | 1.2 | 12.8 | x | -0.1 | -11.1
Cc1nc(SCC(=O)NCc2ccco2)c2c3c(sc2n1)CCCC3 | 115.1 | 15.5 | -2.0 | 15.7 | 1.3 | -3.7 | 1.2 | 2.3 | 13.2
CCON1C(=O)CN(C(=O)OC)C1c1ccc(Cl)cc1Cl (stereo unspecified) | 106.5 | -5.7 | x | -4.0 | x | x | 1 | 1.3 | x
N#CC1=C(SCC(=O)c2ccccc2)NC2=C(C(=O)CCC2)C1c1ccco1 (stereo unspecified) | 79.5[fluorescence artefact?] | 2.6[fluorescence artefact?] | -10.0 | 10.6[fluorescence artefact?] | 1.1 | -7.9 | 1.1 | x | 12.0
O=c1c2ccccc2nc(-c2ccco2)n1CCCn1ccnc1 | 114.5 | -6.6 | -3.0 | -6.2 | 1.1 | -0.8 | 1.1 | 0.2 | -7.6
O=C(CCc1nc2ccccc2c(=O)[nH]1)OCC(=O)N1CCN(S(=O)(=O)c2ccccc2)CC1 | 124.6 | 14.7[fluorescence artefact?] | 1.0 | -0.7 | 0.9 | x | x | 0.0 | x
CCOC(=O)c1c(NC(=O)CSc2nc3ccccc3s2)sc(C)c1C | x | x | -24.0 | x | 1.1 | -3.6 | x | 1.3 | -0.9
O=C(Nc1nccs1)c1cc2sccc2n1Cc1ccc(Cl)cc1 | x | x | -14.0 | x | 0.9 | -0.9 | x | -23.1 | -10.5
COC(=O)c1cccc(NC(=O)c2nn(C(C)C)c(=O)c3ccccc23)c1 | x | x | -2.0 | x | 0.9 | -3.6 | 1.3 | 0.9 | 10.6
CCOC(=O)N1CCN(c2c(NCc3ccccc3OC)c(=O)c2=O)CC1 | 89.2 | 6.6 | -1.0 | 5.8 | 1 | -4.6 | 1.1 | 0.1 | -5.2
O=C(c1ccc(Cn2c(=O)[nH]c3ccccc3c2=O)cc1)N1CCN(c2ccc(F)cc2)CC1 | 90.4 | -0.1 | -8.0 | 0.7 | 1.1 | -1.9 | 0.9 | -1.4 | -1.4
NC(=O)C1CCN(C(=O)COc2ccc3ccccc3c2)CC1 | 114.1[fluorescence artefact?] | -5.2 | x | -7.5 | x | x | 1.1 | -1.4 | x
O=C(O)C1C2C=CC(C2)C1C(=O)N1CCN(CCO)CC1 (stereo unspecified) | 93.0 | -3.5[fluorescence artefact?] | 2.0 | -2.1 | 0.9 | 1.9 | 1.2 | -5.8 | 15.8
COc1ccc(C)cc1NC(=O)c1nnn(CCc2ccccc2)c1N | 146.4 | 1.3 | -2.0 | -2.4 | 0.8 | 0.7 | 1 | -2.8 | -8.6
CCn1c(SCC(=O)N2c3ccccc3Sc3ccccc32)nnc1-c1ccco1 | 97.8 | 9.9 | -11.0 | -6.2 | 1 | -3.3 | 1.2 | 0.6 | 2.5
Cc1ccc(CNc2oc(-c3cccs3)nc2C#N)cc1 | 91.8[fluorescence artefact?] | -8.0 | 5.0 | -18.6[fluorescence artefact?] | 0.8 | 8.1 | 1.1 | 5.2 | -5.7
O=C(CN1CCSCC1)c1c[nH]c2ccccc12 | 104.8 | -2.8 | 13.0 | -1.5[fluorescence artefact?] | 0.9 | -2.0 | 1.2 | -0.9 | -17.2
COC(=O)c1[nH]c2ccccc2c1NC(=O)CN1CCC(C(N)=O)(N2CCCCC2)CC1 | 113.0 | -10.2 | 1.0 | -7.5 | 1.2 | 4.8 | 1.1 | -0.3 | 1.4
N#Cc1ccccc1Cn1c(-c2cscn2)nc2ccccc21 | 104.5 | 2.5 | -2.0 | -0.4[fluorescence artefact?] | 0.6 | 1.0 | 1 | -6.9 | 1.8
CCc1ccccc1OCCCCN1CCCC1 | 116.6 | 8.6 | 3.0 | 1.5 | 1.3 | 0.9 | 1 | -7.5 | -25.9
COC(=O)c1sc2ncccc2c1OCc1c(Cl)cccc1Cl | x | x | -5.0 | x | 1 | -3.0 | x | 3.6 | 0.7
COCCn1nnnc1C(c1cccc(C(F)(F)F)c1)N1CCOCC1 (stereo unspecified) | 90.0 | 6.3[fluorescence artefact?] | x | 2.8 | x | x | 1.2 | -0.2 | x
CCCn1c(SCC(N)=O)nnc1C(C)C | 115.4 | -3.8 | 5.0 | -3.9 | 0.8 | -3.8 | 1.2 | -4.5 | -1.2
Cc1cc(Cl)c(S(=O)(=O)NC2CCCC2)cc1OCC(=O)NC1CCCCC1 | 97.3 | 8.7[fluorescence artefact?] | 2.0 | -0.1 | 0.9 | 0.3 | 1 | 1.9 | -25.2
CCCCn1c2c(c3ccccc31)CCc1nonc1-2 | 98.0 | -2.8 | x | -7.6 | 1 | -1.2 | x | 2.2 | 25.7
COc1ccc(CCNC(=O)c2nc3ncccn3n2)cc1OC | 110.6 | 3.5 | -2.0 | 7.9 | 0.9 | 0.0 | 1.2 | 2.1 | -20.6
CCC(c1nc2ccccc2c(=O)n1CCN1CCOCC1)N1C(=O)c2ccccc2C1=O (stereo unspecified) | 97.4 | -5.4 | -1.0 | -2.4 | 1.7 | -1.2 | 1.1 | 0.9 | -2.2
Cc1cccc(N(CC(=O)NC2CCCCC2)C(=O)CCCC(=O)Nc2ccccn2)c1 | 100.3 | -6.5 | x | -3.5 | x | x | 1.2 | -1.5 | x
COc1cccc(-c2cc(C(=O)N3CCN(c4ncccn4)CC3)c3ccccc3n2)c1 | 98.4 | -3.2 | -9.0 | -9.0 | 1.5 | 1.7 | 1.5 | x | -4.6
CCOc1ccccc1NC(=O)C1CCCN(S(=O)(=O)c2cccc3cccnc23)C1 (stereo unspecified) | 99.1 | 3.5 | -1.0 | 20.6[fluorescence artefact?] | 1.1 | 4.0 | x | -3.1 | -6.8
O=C(COC(=O)c1ccccc1-c1ccccc1[N+](=O)[O-])c1ccccc1 | 110.8 | -13.2 | x | -8.4 | x | x | 1.2 | 2.7 | x
CC1CCCN(C(=O)Cc2ccc(F)cc2)C1 (stereo unspecified) | 97.8 | 18.9 | 7.0 | 22.5 | 0.9 | 3.8 | 1.1 | 1.2 | -2.2
CCOC(=O)c1c(NC(=O)c2c(C)noc2C)sc2c1CCCCC2 | 138.9 | -2.6 | -9.0 | 4.1[fluorescence artefact?] | 1.2 | 4.3 | 1.3 | 1.8 | 4.8
Cc1nnc(SCC(=O)c2cc(C)n(-c3c(C)n(C)n(-c4ccccc4)c3=O)c2C)s1 | 85.2 | 4.2[fluorescence artefact?] | -1.0 | 2.2 | 1.6 | -2.2 | 1.1 | x | -14.2
O=C(C1CCCN(S(=O)(=O)c2cccc3nsnc23)C1)N1CC=C(c2ccccc2)CC1 (stereo unspecified) | 110.9 | 3.4 | -2.0 | -7.3 | 1.1 | x | 1.1 | 0.2 | x
CCOC(=O)C(=CNc1cc(C)nn1-c1ccc(Cl)cc1)C(=O)OCC | 106.0 | -3.1 | -10.0 | -1.4 | 1.8 | 0.3 | 1.2 | -1.6 | -11.5
CCOC(=O)CNc1ncnc2nc[nH]c12 | 106.3 | -2.7 | -10.0 | -1.9 | 1.2 | 3.4 | 1.1 | x | -7.8
CCCCCC(C)NC(=O)c1ccoc1C (stereo unspecified) | 100.0 | -4.1 | x | -9.4 | x | x | 1.3 | -1.9 | x
O=C(Nc1ccc(C(=O)N2CCCC2)cc1)c1ccc2c(c1)OCO2 | 99.0 | 8.8 | 3.0 | -8.6 | 0.8 | -0.2 | 1.3 | -2.9 | 5.2
Cn1c(=O)c2c(ncn2CC(COCc2ccccc2Cl)OCc2ccccc2Cl)n(C)c1=O (stereo unspecified) | 112.0 | 1.5 | -11.0 | 0.7[fluorescence artefact?] | 1.5 | -2.5 | 1 | 4.3 | 4.5
CCN1CCN(c2nc3c(c(=O)[nH]c(=O)n3C)n2CCCSc2ncccn2)CC1 | 109.4 | -26.8 | 10.0 | 5.4 | 1.2 | 8.6 | 1.2 | 0.2 | 3.2
CCOC(=O)c1c(-c2ccccc2)csc1NC(=S)NC(=O)c1ccccc1 | x | x | -21.0 | x | 1.1 | -5.8 | x | 5.7 | 0.9
O=C(Nc1nnc(-c2ccco2)s1)C1CCCCC1 | 160.1 | 10.0 | -10.0 | 9.8 | 0.9 | -1.9 | 1.6 | -3.6 | -6.7
COc1ccc(-c2nc(CSCC(=O)N3CCC(C(N)=O)CC3)c(C)o2)cc1OC | x | x | -3.0 | x | 1.3 | -2.9 | 1 | -0.3 | 34.7

In the list so far, these have fluorine:
SMILES | ERa SRC1 pot | ERa coact inh | E coli WT exp | ERb SRC1 inh | PLAP activator | Mac1 fbg enh | MT1-MMP txn act | FAK blocker | Mac1 fbg inh
O=C(c1ccc(Cn2c(=O)[nH]c3ccccc3c2=O)cc1)N1CCN(c2ccc(F)cc2)CC1 | 90.4 | -0.1 | -8.0 | 0.7 | 1.1 | -1.9 | 0.9 | -1.4 | -1.4
COCCn1nnnc1C(c1cccc(C(F)(F)F)c1)N1CCOCC1 (stereo unspecified) | 90.0 | 6.3[fluorescence artefact?] | x | 2.8 | x | x | 1.2 | -0.2 | x
CC1CCCN(C(=O)Cc2ccc(F)cc2)C1 (stereo unspecified) | 97.8 | 18.9 | 7.0 | 22.5 | 0.9 | 3.8 | 1.1 | 1.2 | -2.2

As a short view, some entries already given.
SMILES | ERa SRC1 pot | ERa coact inh | E coli WT exp | ERb SRC1 inh | PLAP activator | Mac1 fbg enh | MT1-MMP txn act | FAK blocker | Mac1 fbg inh
CCOC(=O)c1c(-c2ccccc2)csc1NC(=S)NC(=O)c1ccccc1 | x | x | -21.0 | x | 1.1 | -5.8 | x | 5.7 | 0.9
O=C(Nc1nnc(-c2ccco2)s1)C1CCCCC1 | 160.1 | 10.0 | -10.0 | 9.8 | 0.9 | -1.9 | 1.6 | -3.6 | -6.7
COc1ccc(-c2nc(CSCC(=O)N3CCC(C(N)=O)CC3)c(C)o2)cc1OC | x | x | -3.0 | x | 1.3 | -2.9 | 1 | -0.3 | 34.7
